Screening data from PubChem.
human PMI inhibition – inhibitors of human PMI, primary screen, biochemical, fluorescence intensity, coupled assay (AID 1209); purified PMI enzyme, coupled fluorescence intensity; higher % means a stronger effect; inhibition, % at 20 µM, or IC50 in µM where a hit was titrated; 190,000 tested, 0.42% active;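 further: plate controls were DMSO vehicle for no effect and wells lacking substrate for full effect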
b-catenin transl – alters nuclear translocation of beta-catenin in HeLa cells; immunofluorescence imaging; nuclear translocation activity, % at 5 µM; 190,000 tested, 0.3% active;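 active means nuclear translocation activity above 50% at 5 µM, with a well cell count of 50 or more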;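 further: per-cell ratio of nuclear to cytoplasmic median beta-catenin stain intensity; plate controls were DMSO negative control for no effect and GSK-3 inhibitor IX positive control for full effect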
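test system = HeLa cells, endogenous beta-catenin | dosing = single 5 µM dose plus 0.02–20 µM confirmation series | times = compound treatment 24 h, 37°C, 5% CO2 | technique = beta-catenin immunofluorescence imaging with DAPI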
Autophagy HCS – modulators of autophagy; calls only at 10 µM (by protocol); MEF GFP-LC3 puncta imaging; test concentration mostly 10 µM; 190,000 tested, 0.98% active;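 active means percentage of spot-positive cells more than 3 SD above its plate mean, without a fluorescence outlier flag or 80% toxicity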;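 further: spot-positive cell cutoff set from DMSO-treated cells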
Dynein transport – blocks dynein driven cargo transport along microtubules | z-score, hits read low | AID 1381 | 220,000 tested, 0.47% active | 3617.4 mouse cells, GR-EGFP nuclear translocation imaging; test concentration mostly 20 µM; stimulated with dexamethasone, 1 µM; stronger effect = lower value;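 active means plate z-score of nuclear minus cytoplasmic receptor signal below a set negative limit, without overly bright fluorescence or cell loss, cut at about -3.5 in these data, passing the limit was not always enough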;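 further: z-score of nuclear minus cytoplasmic ring GR-EGFP intensity difference per well; some compounds called inactive have numbers as strong as hits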
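medium = tetracycline-free induction medium containing charcoal-stripped FBS | probe or stimulus = dexamethasone, 1.0 µM final | timing = 48 h induction, then 1 h compound, then 30 min agonist, 37 °C | detection = automated 10x imaging of fixed Hoechst-stained cells | read-out basis = nuclear versus cytoplasmic GR-EGFP signal, averaged per well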
Yfh1-depleted yeast – mitochondrial function rescue without frataxin homolog – Friedreich's ataxia, plus single-dose screen, dose response (AID 1465); fold induction at 50 µM, or EC50 in µM where a hit was titrated; S. cerevisiae Yfh1-off respiration, WST-1 reduction, 72 h; higher fold induction means a stronger effect; 220,000 tested, 0.074% active;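 active means fold induction of absorbance versus untreated yeast above a set limit, then at least 30% activation at any dose in follow-up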;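 further: activators that raise dye reduction in frataxin-depleted yeast; strong numbers were not always called active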
human PMI inhibitors – MPI inhibition at elevated mannose 6-phosphate – biochemical, fluorescence intensity, high mannose 6-phosphate, primary screen (AID 1220). recombinant PMI enzyme, coupled fluorescence intensity; higher % means a stronger effect. one-dose inhibition, % at 20 µM; IC50 in µM for titrated hits. 190,000 tested, 0.66% active
MT stabilizer – microtubule stabilizers in HeLa cells; HeLa tubulin immunostaining HCS, 24 h; share of cells brighter than vehicle mean+2SD; 200,000 tested, 0.83% active; % tubulin-high responders, % at 10 µM;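 active means plate Z-score above 3 for both tubulin-high and condensed-nucleus cell shares, with cell loss under 80%, at 10 µM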;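 further: anti alpha tubulin signal scored within the nucleus-defined area of each cell; some results filed as inactive read as strong as hits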
WT yeast gro inh – growth inhibition of WT yeast, mitochondrial fusion screen; mitochondrial fusion phenotypic screen, WT strain; inhibition, % at 10 µM; 190,000 tested, 2.1% active; in the data active means inhibition above about 58%; tested in S. cerevisiae
Ins promoter up – MIN6 insulin promoter up-regulation; AID 1625; MIN6 insulin promoter-GFP reporter, high-content imaging; stronger effect = higher value; 190,000 tested, 0.3% active; z-score at 5 µM;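 active means z-score above 3 at 5 µM with at least 500 cells counted in the well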
WT yeast gro inh mutant strain – recorded beside WT yeast gro inh, whose call it bears; inhibition, %; mitochondrial fusion phenotypic screen, mutant strain inhibition
Dynein transport cytoplasmic EGFP – recorded beside Dynein transport, whose call it bears; z-score; measured here: cytoplasmic GR-EGFP intensity; stronger effect = higher value
Dynein transport nuclear GR-EGFP – recorded beside Dynein transport, whose call it bears; z-score; measured here: nuclear GR-EGFP intensity;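 lower value marks the stronger effect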
Dynein transport cell count – further read-out of Dynein transport, marked with its call; z-score; measured here: cell count per field
Ins promoter up cell count – also measured in Ins promoter up; calls as there; cell count; measured here: cytotoxicity, nuclei count;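 total cells summed across four imaged fields per well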
b-catenin transl cell count 5 µM – further read-out of b-catenin transl, marked with its call; cell count; measured here: cell count, cytotoxicity flag
MT stabilizer Hoechst-high % – also measured in MT stabilizer; calls as there; % Hoechst-high responders; measured here: nuclear condensation Hoechst responders;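 share of cells brighter than vehicle mean plus two SD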
MT stabilizer cytotoxicity % – further read-out of MT stabilizer, marked with its call; toxicity, %; measured here: cytotoxicity by cell density;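 0% = mean cell density of plate MIN control wells and 100% = no cells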
Autophagy HCS cell loss 18 h – second read-out of Autophagy HCS, no call of its own (marks repeat the call); toxicity, %; measured here: cell loss, nuclei count;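 cell loss after 18 h compound exposure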
An asterisk follows results filed as active; i = inactive; x = no result given; & = joins results of further samples. Unless noted, no stated cut-off is given here; in the data, active means inhibition above about 50%; inactive means the rest. Compounds were not picked by outcome; 5% or so of the library scored in one or more.

SMILES	human PMI inhibition	b-catenin transl	b-catenin transl cell count 5 µM	Autophagy HCS	Autophagy HCS cell loss 18 h	Dynein transport	Dynein transport cytoplasmic EGFP	Dynein transport nuclear GR-EGFP	Dynein transport cell count	Yfh1-depleted yeast	human PMI inhibitors	MT stabilizer	MT stabilizer Hoechst-high %	MT stabilizer cytotoxicity %	WT yeast gro inh	WT yeast gro inh mutant strain	Ins promoter up	Ins promoter up cell count
Cc1cccc(N2C(=O)C3CCC(c4ccccc4)CC3C2=O)c1 (stereo unspecified)	-1%	-3.9	539	i	-3	-0.59	-0.27	-0.24	0.23	i	-6%	1.8	2.6	3.6	12	-8	-0.19	1293
CCOC(=O)c1c(NC(=O)CNCCOC)sc2c1CCCC2	3%	2.3	963	i	0	-0.77	-0.27	-0.88	0.41	i	3%	3.1	1.1	2.1	-3	13	-0.73	924
CC(C)C(=O)Nc1ccc(NC(=O)c2cccnc2)cn1	6%	-1.6	1268	i	2	-0.038	-0.058	-0.84	0.52	i	3%	2.3	1.3	2.4	4	-13	0.17	1700
CCOc1ccccc1C1C(C#N)=C(N)Oc2cc(C)n(C)c(=O)c21 (stereo unspecified)	11%	-0.4	1029	i	-18	-0.0069	-0.036	-0.12	0.11	i	9%	2.9	1.3	1.2	-8	4	0.19	1954
NC(=O)[C@H](Cc1cc2ccccc2s1)NC(=O)[C@@H]1CC2(CC(c3cccc(NC(=O)[C@@H]4CCC(=O)N4)c3)=NO2)CN1C(=O)/C=C/Sc1ccccc1 (stereo partly specified)	2%	x	x	i	-1	0.66	0.24	0.68	0.31	i	7%	2.2	1.8	11	-2	-4	0.83	1402
Cc1ccc(/C(CSc2nccn2-c2ncc(C(F)(F)F)cc2Cl)=N\O)cc1	10%	-2.2	1084	i	9	0.17	-0.059	-0.44	0.33	i	8%	1.2	1.4	2.5	-7	-4	0.48	1928
C=C1C(C(=O)N2CCOCC2)C1C(=O)N1CCOCC1 (stereo unspecified)	2%	-2.0	971	i	-15	-0.43	-0.36	-0.25	0.21	i	13%	4.2	2.0	3.9	7	18	-0.08	1190
NCCCSC1=NCCCN1	4%	0.0	1031	i	17	0.024	-0.4	-0.16	0.84	i	-1%	4.5	1.6	5.9	-4	-8	-0.51	880
CN(C)C(=O)CSc1nnc(-c2cnccn2)n1C	2%	1.7	777	i	-2	-1	-0.24	-0.49	1.1	i	5%	4.1	2.8	7.4	-3	-1	x	x
O=C(Nc1cc2c(oc1=O)CCCC2=O)c1ccccc1	19%	-0.1	1046	i	8	0.94	-0.14	0.13	0.34	i	18%	0.7	1.9	6.8	7	2	0.3	1893
CC(Oc1ccc2oc3ccccc3c2c1)C(=O)NC12CC3CC(CC(C3)C1)C2 (stereo unspecified)	8%	-1.8	1087	i	1	-0.62	-0.19	-0.093	0.49	i	-7%	2.4	3.3	8.4	67*	7.2*	0.42	1545
CCOC(=O)c1c(C)[nH]c(C(=O)COC(=O)C2=NNC(=O)CC2)c1C	-4%	4.8	863	i	0	0.85	-0.15	0.55	-1	i	-6%	5.9	4.4	4.1	-1	-17	-0.09	1253
CCc1c(C(=O)NNC(=S)NCCc2ccccc2)csc1C	-18%	-0.4	970	i	24	x	x	x	x	i	-19%	1.1	1.3	9.3	3	-11	-1	1019
O=C(NNC(=S)Nc1ccccc1)C1CCCCC1	0%	-2.4	1088	i	6	-0.14	0.38	-0.13	0.8	i	4%	2.6	1.3	5.4	-3	9	1.3	1102
Cc1c(C#N)c(N)nc2c3c(sc12)NC(=O)CC3c1ccccc1 (stereo unspecified)	0%	0.1	434	i	-11	0.11	-0.22	0.29	0.11	i	10%	2.4	2.3	13	-8	8	-0.36	1288
CC1CCCN(c2ccc(C(=O)NCC3CCCO3)cn2)C1 (stereo unspecified)	5%	-1.2	1130	i	6	2.4	-0.17	1.2	-1.8	i	7%	5.5	3.3	3.3	5	12	0.15	2021
Cc1cc(C=C2C(=O)c3ccccc3C2=O)c(C)n1C	-9%	0.9	1013	i	19	1.4	-0.13	1.1	-1.4	i	-25%	3.6	1.3	4.3	15	2	0.15	1432
Cc1ccc(S(=O)(=O)N2CCN(C(=O)CCN3C(=O)c4ccccc4C3=O)CC2)cc1C	-4%	-1.3	546	i	-1	-0.71	-0.29	-0.41	0.22	i	-2%	3.9	2.5	6.9	-10	-2	0.14	1330
Cc1ccccc1C(=O)N/N=C1\SCC(=O)N1Cc1ccco1	x	0.0	1519	i	-3	-0.79	-0.24	-0.56	0.51	i	x	2.7	3.9	6.1	-5	-3	0.76	1641
Cc1cc(C)c(C)c(OC(=O)c2sc(Cl)nc2C)c1	3%	-4.1	571	i	-4	-0.49	-0.14	-0.28	0.94	i	7%	2.0	1.6	1.5	8	-15	-0.78	838

Results in MT stabilizer Hoechst-high %, for some of the entries so far:
| canonical_smiles | MT stabilizer Hoechst-high % |
| --- | --- |
| CC1CCCN(c2ccc(C(=O)NCC3CCCO3)cn2)C1 (stereo unspecified) | 3.3 |
| Cc1cc(C=C2C(=O)c3ccccc3C2=O)c(C)n1C | 1.3 |

(continued)
SMILES	human PMI inhibition	b-catenin transl	b-catenin transl cell count 5 µM	Autophagy HCS	Autophagy HCS cell loss 18 h	Dynein transport	Dynein transport cytoplasmic EGFP	Dynein transport nuclear GR-EGFP	Dynein transport cell count	Yfh1-depleted yeast	human PMI inhibitors	MT stabilizer	MT stabilizer Hoechst-high %	MT stabilizer cytotoxicity %	WT yeast gro inh	WT yeast gro inh mutant strain	Ins promoter up	Ins promoter up cell count
O=c1c2ccccc2nnn1CSc1nnc(-c2cccc(S(=O)(=O)N3CCCCC3)c2)o1	15%	2.1	988	i	-8	-0.21	-0.24	0.17	0.19	i	4%	1.8	0.9	5.0	14	18	0.23	1348
Cc1ccc(SCC(=O)NC(=O)c2ccc(S(=O)(=O)N(C)C)cc2)cc1C	0%	2.4	920	i	6	-0.16	-0.29	-0.39	0.52	i	-8%	1.8	3.2	1.9	3	-10	0.07	1157
O=C(CCc1nc(-c2ccccc2F)no1)NC1CCN(Cc2ccccc2)CC1	-15%	-0.5	1162	i	-9	-0.53	-0.23	-0.26	1.1	i	-13%	3.1	2.0	6.6	11	5	-2.8	859
Cn1c(-c2cnn(-c3ccccc3)c2N)n[nH]c1=S	14%	0.3	973	i	-18	-0.44	-0.31	-0.055	0.33	i	15%	2.0	1.6	5.0	-1	-3	0.02	1497
Cc1noc(/C=C/N(C)C)c1S(=O)(=O)N1CCN(c2ccccc2)CC1	1%	x	x	i	9	0.089	-0.11	0.29	-0.54	i	3%	4.1	3.3	4.6	12	5	-0.32	894
NS(=O)(=O)c1ccc(NC(=O)C(=O)NCCC(=O)O)cc1	x	-1.2	1188	x	x	-0.041	-0.31	-0.054	0.81	i	x	x	x	x	x	x	-0.24	1381
N#Cc1c(N2C(=O)C3C4C=CC(C4)C3C2=O)sc2c1CCC2 (stereo unspecified)	9%	x	x	i	-3	-0.55	-0.22	-0.19	-0.42	i	5%	2.1	2.4	1.6	9	-9	0.13	1169
C=CCN(C(=O)CNC(=O)c1ccco1)C(C(=O)NC1CCCCC1)c1ccc(OC)cc1 (stereo unspecified)	-13%	6.0	475	i	3	0.58	-0.25	0.46	0.1	x	-12%	2.0	1.7	6.5	3	-12	x	x
CN(C)c1nc2n(c(=S)n1)CCS2	5%	-0.1	1109	i	-1	-0.75	-0.24	-0.15	0.74	i	2%	2.5	1.1	3.7	13	9	-0.41	1293
CN(C(=O)C1CCCO1)c1nnc(-c2cnccn2)s1 (stereo unspecified)	2%	-0.5	867	i	9	2.3	0.097	1.6	-1.8	i	5%	5.0	3.0	12	-1	-13	0.23	1424
O=C(CSc1nnc(CNC(=O)c2c(F)cccc2Cl)o1)Nc1ccccc1	1%	1.1	1046	i	-8	-0.6	-0.15	-0.03	0.57	x	2%	1.4	1.1	5.0	2	9	-0.82	787
O=C(O)CCCCCNC(=O)Nc1ccc2c(c1)OCCO2	2%	-5.4	1199	i	-10	-0.21	0.44	0.11	-0.13	i	-4%	3.1	2.1	9.3	-14	-50	-0.41	915
COC(=O)c1c(NC(=O)c2ccccc2)sc(C(=O)c2ccccc2)c1C	-2%	0.1	1354	i	-3	-0.38	-0.2	-0.42	0.84	i	-1%	3.7	1.7	4.1	-17	-2	0.34	820
COc1ccc(-c2nnn(CC(=O)c3c[nH]c4ccccc34)n2)cc1OC	15%	-0.8	1112	i	18	1.9	-0.072	1.1	-0.99	i	10%	1.5	3.0	14	-6	-2	0.27	794
CCCN(c1ccc(C(C)C)cc1)S(=O)(=O)c1c(C)[nH]c(=O)[nH]c1=O	3%	-5.0	881	i	34	-0.72	-0.21	-0.32	1	i	10%	1.7	2.5	11	11	0	0.06	1653
O=C(Nc1ccc2[nH]ccc2c1)c1ccc(F)cc1	x	-3.0	1140	x	x	-0.29	0.19	-0.19	0.057	i	x	x	x	x	x	x	0.78	1304
O=C(O)c1ccc(-n2nc(C(F)(F)F)c3c2CCCC3)cc1	-11%&0%	0.4&-4.2	1388&1256	i	-12&-11	0.4&1.1	-0.26&-0.21	0.5&1.1	-0.74&0.48	i	-6%&-3%	3.7&1.6	1.1&1.2	20&7.7	-4&19	-8&12	-0.12&0.12	1473&1027
Cc1nc(SCC(=O)Nc2c(C)n(C)n(-c3ccccc3)c2=O)[nH]c(=O)c1C	x	x	x	i	9	-0.77	-0.25	-0.87	1.2	i	x	3.2	1.9	2.0	x	x	x	x
